# Dicer inh: inhibitors of human Dicer processing of pre-microRNA. AID 1347074. Q9UPY3. 47,000 tested, 6% active. z-score at 25 µM. cat-ELCCA pre-miR-21 Dicer processing, chemiluminescence; stronger effect = higher value; in the data active means z-score above about 3, passing the limit was not always enough;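 further: plate controls were vehicle for no effect and no enzyme for full effect; higher signal means more uncleaved substrate so more Dicer inhibition; strong numbers were not always called active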
# Target sequence (Q9UPY3 whole entry, looked up): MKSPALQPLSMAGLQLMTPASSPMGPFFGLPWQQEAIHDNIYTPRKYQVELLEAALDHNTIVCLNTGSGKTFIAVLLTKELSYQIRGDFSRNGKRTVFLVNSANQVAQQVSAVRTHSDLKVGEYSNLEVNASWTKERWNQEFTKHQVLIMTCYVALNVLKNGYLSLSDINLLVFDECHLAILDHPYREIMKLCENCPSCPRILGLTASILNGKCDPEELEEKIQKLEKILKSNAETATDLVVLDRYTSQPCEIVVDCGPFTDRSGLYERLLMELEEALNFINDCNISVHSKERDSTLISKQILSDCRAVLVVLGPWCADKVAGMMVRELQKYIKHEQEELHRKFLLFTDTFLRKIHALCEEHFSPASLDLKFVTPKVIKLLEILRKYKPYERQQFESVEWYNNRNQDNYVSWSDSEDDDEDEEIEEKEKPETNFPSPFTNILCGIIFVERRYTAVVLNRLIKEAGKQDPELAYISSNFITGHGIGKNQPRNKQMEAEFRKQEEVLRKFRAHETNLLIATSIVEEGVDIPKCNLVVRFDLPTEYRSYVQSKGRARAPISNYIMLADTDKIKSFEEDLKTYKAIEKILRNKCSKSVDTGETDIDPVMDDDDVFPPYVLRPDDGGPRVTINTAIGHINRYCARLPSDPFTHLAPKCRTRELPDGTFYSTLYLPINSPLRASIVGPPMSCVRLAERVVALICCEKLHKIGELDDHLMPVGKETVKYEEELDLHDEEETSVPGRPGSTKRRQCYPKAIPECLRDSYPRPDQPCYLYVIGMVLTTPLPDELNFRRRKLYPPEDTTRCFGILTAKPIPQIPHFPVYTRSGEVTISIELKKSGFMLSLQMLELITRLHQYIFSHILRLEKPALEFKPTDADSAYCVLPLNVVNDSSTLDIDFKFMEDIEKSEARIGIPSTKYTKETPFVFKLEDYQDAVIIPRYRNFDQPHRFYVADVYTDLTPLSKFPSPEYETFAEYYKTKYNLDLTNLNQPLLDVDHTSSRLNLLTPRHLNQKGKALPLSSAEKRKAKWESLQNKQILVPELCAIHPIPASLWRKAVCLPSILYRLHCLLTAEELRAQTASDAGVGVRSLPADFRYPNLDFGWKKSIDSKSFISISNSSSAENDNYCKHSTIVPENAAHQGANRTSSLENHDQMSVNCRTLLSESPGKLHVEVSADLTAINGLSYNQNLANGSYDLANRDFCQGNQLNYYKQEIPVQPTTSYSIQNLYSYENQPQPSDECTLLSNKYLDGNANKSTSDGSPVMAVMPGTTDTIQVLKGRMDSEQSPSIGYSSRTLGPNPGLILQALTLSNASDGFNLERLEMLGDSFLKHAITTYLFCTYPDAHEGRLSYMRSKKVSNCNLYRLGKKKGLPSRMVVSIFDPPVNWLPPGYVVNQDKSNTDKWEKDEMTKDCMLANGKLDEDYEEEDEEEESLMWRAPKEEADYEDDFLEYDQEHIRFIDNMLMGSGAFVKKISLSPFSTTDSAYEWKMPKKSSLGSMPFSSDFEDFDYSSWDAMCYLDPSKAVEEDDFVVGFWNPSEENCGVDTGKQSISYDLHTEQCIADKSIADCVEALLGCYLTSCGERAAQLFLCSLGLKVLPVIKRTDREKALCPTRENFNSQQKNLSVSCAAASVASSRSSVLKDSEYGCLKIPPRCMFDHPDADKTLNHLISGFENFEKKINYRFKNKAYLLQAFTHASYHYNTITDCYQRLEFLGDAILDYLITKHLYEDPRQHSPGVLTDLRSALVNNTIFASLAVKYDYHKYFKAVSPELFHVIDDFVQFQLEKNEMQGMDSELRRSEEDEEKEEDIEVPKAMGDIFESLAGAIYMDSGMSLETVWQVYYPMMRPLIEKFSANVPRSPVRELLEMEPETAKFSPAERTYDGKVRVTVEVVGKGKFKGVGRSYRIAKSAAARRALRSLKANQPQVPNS
# * marks the source's active call; other numbers are inactive results.
canonical_smiles	Dicer inh
CC(C)C(=O)N=C1NC(=O)CS1	2.7
CC12CN3CC(C)(CN(C1)C3C1C(=O)Nc3ccccc31)C2 (stereo not given)	0.12
N[C@@H](COP(=O)(O)O)C(=O)O	1.1
O=C1c2ccccc2C(=O)N1CC1CN(CC(O)C(F)(F)F)CCO1 (stereo not given)	0.07
C#CCn1c(=O)c2c(ncn2C)n(C)c1=O	-2
CC1CC(=O)c2cnc(N3CCc4ccccc43)nc2C1 (stereo not given)	1.1
O=C(O)/C(Cc1ccccc1[N+](=O)[O-])=N\Nc1ccccc1	0.04
c1ccc2[nH]c(CN3CCN(c4ncnc5sc6c(c45)CCCC6)CC3)nc2c1	-0.71
Cc1ccc(-c2cccc(=O)o2)cc1	2.5
CC1(C)Cc2c(c(-c3ccco3)nc3sc4c(N5CCCC5)ncnc4c23)CO1	-0.87

# Going on with the list:
canonical_smiles	Dicer inh
C=CCNC(=O)NC(=O)C12CC3CC(CC(C3)C1)C2	0.74
CN1C(=O)C(O)(CC(=O)c2cccnc2)c2ccccc21 (stereo not given)	2.9
Cn1c(=O)c2c(nc(NCCOCCO)n2Cc2c(Cl)cccc2Cl)n(C)c1=O	0.41
CC(C)CC(NCc1ccccc1O)C(=O)O (stereo not given)	-0.06
C(=N\Nc1nc2ccccc2s1)/c1cccs1	-0.23
CCN(Cc1c(C(=O)O)nnn1-c1nonc1N)c1ccccc1	2.6
COc1ccc(Br)cc1CNCc1cccc(OC)c1OC	2.3
CN(C)c1ccc(C2NC(=O)c3c(sc4c3CCCC4)N2)cc1 (stereo not given)	2.9
N#C/C(=C\Nc1ccc(Cl)cc1)S(=O)(=O)c1ccccn1	-2.7
CCCCN1CN=C(Nc2nc3ccccc3o2)NC1	1.6

# Next compounds follow.
canonical_smiles	Dicer inh
O=C1CN(c2ccccc2O)CC1=O	0.72
CCOC(=O)c1c(Nc2ccccc2F)sc(C(=O)c2ccc(Cl)cc2)c1N	2.7
CC(C)(C)C(=O)NNC(=O)C(C)(C)C	-1.4
O=[N+]([O-])c1ccc(Nc2ccccc2)nc1Nc1ccccc1	3
COc1ccc(C2C3=C(CC(C)(C)CC3=O)Nc3ccc4ccccc4c32)cc1OC (stereo not given)	-0.75
O=C(CC1SC(=Nc2cccc(F)c2)NC1=O)Nc1cc(Cl)ccc1Cl (stereo not given)	0.77
Brc1ccc(OCc2nn3c(-c4ccccc4)nnc3s2)cc1	-0.79
Cc1cccn2cc(-c3cccc(S(=O)(=O)N4CCCC4)c3)nc12	-0.04
CCOc1ccccc1OCC1CNCCO1 (stereo not given)	8.5
CCCc1nnc(N2C(=O)c3oc4ccc(F)cc4c(=O)c3C2c2ccccc2F)s1 (stereo not given)	-0.9

# More entries:
canonical_smiles	Dicer inh
CSc1cc(-c2cccs2)[nH]c(=O)c1C#N	0.56
CC(C)(C)OC(=O)NCc1n[nH]c(=S)n1C1CC1	-0.11
FC(F)(F)c1cc(-c2cccs2)nc2ncnn12	-0.69
c1ccc(CNc2nc3ccccc3n2CCN2CCOCC2)nc1	5.4*
COc1ccc(-c2nc(-c3ccc(Br)cc3)no2)cc1OC	-0.38
CN1C(C)(C)CCCC1(C)C	0.87
O=C(Nc1csc2ccccc12)NC1CC1	0.02
COc1cc2c(cc1OC)C(c1ccccc1)CC2=O (stereo not given)	0.73
C=CCSc1n[nH]c(-c2cc(C(F)(F)F)cc(C(F)(F)F)c2)n1	2.1
O=C(O)CNC(=O)CSc1ccccn1	0.81

# Next structures follow.
canonical_smiles	Dicer inh
Cc1ccc(-c2csc(=N)n2-c2ccc(Cl)cc2)cc1	-0.32
CCOC(=O)Cn1c(-c2c(Cl)cccc2Cl)noc1=O	-0.19
CSc1nnc2c(n1)OC(c1cccs1)N(C(C)=O)c1ccccc1-2 (stereo not given)	-0.87
CC(=O)Nc1ccc(S(=O)(=O)Oc2c(Cl)cc(C)cc2Cl)cc1	4.5*
CC(C)(C)c1ccc(N2C(=O)CC(c3ccccc3)C2=O)cc1 (stereo not given)	5.3*
Cc1ccc(NNC(=O)Nc2ccc(Cl)cc2)nn1	1.6
CCCCCCN1C2=NCCN2c2ccccc21	0.79
Cc1cc(C)c(S(=O)(=O)N(C(=O)c2ccncc2)c2ccc3oc(=O)sc3c2)cc1C	5*
Cc1c(C(=O)O)cc(C(C)(C)C)n1CCCNC(=O)OC(C)(C)C	-1.4
CCc1ccc(CN2CCN(C3CCCCC3)CC2)cc1	2.5

# By substructure, the entries above with an NH in an aromatic ring
canonical_smiles	Dicer inh
c1ccc2[nH]c(CN3CCN(c4ncnc5sc6c(c45)CCCC6)CC3)nc2c1	-0.71
CSc1cc(-c2cccs2)[nH]c(=O)c1C#N	0.56
CC(C)(C)OC(=O)NCc1n[nH]c(=S)n1C1CC1	-0.11
C=CCSc1n[nH]c(-c2cc(C(F)(F)F)cc(C(F)(F)F)c2)n1	2.1

# (further entries)
canonical_smiles	Dicer inh
CS(=N)(=O)c1ccc(OC(=O)c2ccc(Cl)cc2)cc1 (stereo not given)	-0.58
CN(C)CCCn1c(-c2ccccc2)nc(=S)c2c1CC(C)(C)OC2	-0.37
Nc1nc(-c2ccc(Br)cc2)cc(C(F)(F)F)n1	0.66
COc1ccc(CC/C(C)=C2/C(=O)Nc3ccccc32)cc1	0.75
CC(=O)/C=C(\C)NCCN/C(C)=C/C(C)=O	0.22
CN(C)CCCN1C(=O)C(=O)/C(=C(/O)c2ccc(F)cc2)C1c1cccs1 (stereo not given)	-0.02
CCOC(=O)Nc1ccc(F)cc1F	-0.56
CCOC(=O)C1(CC(=O)c2ccc(F)cc2)C(=O)Oc2ccccc2C1c1ccccc1 (stereo not given)	2.9
Cc1cc(NC(=O)c2ccco2)no1	-1.1
CC(=O)N1C(=S)NC(=O)C1c1ccccc1 (stereo not given)	-0.54

# Carrying on.
canonical_smiles	Dicer inh
O=C1CCC(C2CCC(=O)CC2)CC1	0.08
N#CNC(=Nc1cccc(Cl)c1)Oc1ccccc1	7.5
O=C(O)CSCC(=O)Nc1ccccn1	8.4
Cc1ccc(Nc2nc(=O)[nH]nc2C)cc1Cl	0.15
COCC(=O)Nc1sccc1C(=O)OC	0.32
COc1ccc(C(=O)COC(=O)CN2CC(=O)Oc3ccccc32)cc1Br	0.85
COc1ccc(C2N=C(N)Nc3nc4ccccc4n32)c(OC)c1 (stereo not given)	0.18
O=C1c2ccccc2-c2onc3ccc(Nc4ccccc4)c1c23	0.12
COC(=O)CSc1nc(-c2ccccc2)c2cc(Cl)ccc2n1	-1.6
Cn1c(=O)c2c(nc(OCc3ccc4c(c3)OCO4)n2Cc2ccc(Cl)cc2)n(C)c1=O	0.35

# Compounds listed so far with a CF3 group (four):
canonical_smiles	Dicer inh
O=C1c2ccccc2C(=O)N1CC1CN(CC(O)C(F)(F)F)CCO1 (stereo not given)	0.07
FC(F)(F)c1cc(-c2cccs2)nc2ncnn12	-0.69
C=CCSc1n[nH]c(-c2cc(C(F)(F)F)cc(C(F)(F)F)c2)n1	2.1
Nc1nc(-c2ccc(Br)cc2)cc(C(F)(F)F)n1	0.66

# More structures
canonical_smiles	Dicer inh
CCOC(=O)c1c(C)nn(-c2ncccc2NC(=O)Nc2cccc3ccccc23)c1C	2.5
CCOC(=O)c1cc(-c2ccccc2)n(CCNC(=O)OC(C)(C)C)c1C	-1
COC(=O)C1=NOC2C(=O)N(c3ccc(F)cc3)C(=O)C12 (stereo not given)	1.5
COc1cccc2c1OC1(N3CCOCC3)CCCCC1C2C[N+](=O)[O-] (stereo not given)	3.6*
C=CCNC(=S)N1CCc2sccc2C1c1ccc(OC)cc1 (stereo not given)	0.26
CC1CCN(Cc2c(O)ccc3ccccc23)CC1	1.6
CC(=O)Nc1ccc(S(=O)(=O)NC2CCS(=O)(=O)C2)cc1 (stereo not given)	2.2
N#C/C=C/C=C/c1nnn(-c2ccc(Cl)cc2)n1	-0.21
CC12CN3CC(C)(CN(C1)C3c1cc(Br)ccc1O)C2O (stereo not given)	-1.1
COCCOC(=O)C1=C(C)NC2=C(C(=O)CC(c3ccccc3)C2)C1c1ccccc1F (stereo not given)	8.1

# Other entries follow:
canonical_smiles	Dicer inh
CCOc1ccc(-n2c(-c3ccccc3)c[n+]3c2CCC3)cc1	-0.83
CC(C)(C)c1ccc(Oc2ccc(NC(=O)Cc3cccs3)cn2)cc1	0.26
CCOC(=O)N/N=C(\C)COc1ccc(-c2csnn2)cc1	-0.96
COc1cc(C2c3c(oc4ccccc4c3=O)C(=O)N2c2nncs2)ccc1O (stereo not given)	-0.34
N#Cc1cccc(CSc2nccc(=O)[nH]2)c1	-3.3
CC1SCC(NC(=O)c2ccc(Cl)cc2)CS1 (stereo not given)	0.28
Cc1ccc(Cc2nn3c(C(=O)c4cccs4)nn(-c4ccc(Cl)cc4)c3nc2=O)cc1	0.02
CSc1sc(C(=O)Nc2cccc(C(F)(F)F)c2)cc1C#N	0.02
COC(=O)C1=C(C)Nc2ncnn2C1c1cccnc1 (stereo not given)	-0.27
CC(=O)Nc1nc(C)c(CCC(C)C)c(=O)[nH]1	1.6

# Additional records follow.
Molecule | Dicer inh
Cn1cnc(S(=O)(=O)N=S(C)(=O)c2ccc(Cl)cc2)c1 (stereo not given) | 0.19
Cc1ccc(N2C(=O)c3ccccc3C2C(=O)c2cc(C)ccc2O)cc1 (stereo not given) | 11*
CNNC(=S)Nc1ccc(F)c(C)c1 | 1.8
CC(C)C12CN3CC(C(C)C)(CN(C1)C3c1cc(Br)ccc1O)C2=O (stereo not given) | 0.49
N#Cc1c(F)cccc1NCCc1ccc(Cl)cc1 | 0.42
COc1ccc(/C=C(\C#N)C(N)=O)cc1Br | -0.73
OCC(CO)(CO)NC(=S)Nc1ccc(I)cc1 | 0.98
O=c1[nH]c2ccccc2c(O)c1Cc1ccccc1 | -0.64
COc1ccc2c(c1)c(=O)oc1cc3occ(-c4ccc(Cl)cc4)c3cc12 | 0.43
Cc1ncc([N+](=O)[O-])n1CCO | 0.5
OC[C@H]1OC(n2cnc3c(N[C@H]4CCC[C@@H]4O)ncnc32)[C@H](O)[C@@H]1O (stereo not given in full) | -1.6
CS(=O)c1ccc(Oc2cccc(F)c2C#N)cc1 (stereo not given) | 0.61

# (continued)
Molecule | Dicer inh
C=CCOc1ccc(C2c3c(oc4ccc(C)cc4c3=O)C(=O)N2Cc2ccc3c(c2)OCO3)cc1 (stereo not given) | 0.21
O=C(O)c1ccc2c(c1)C1C=CCC1C(c1ccc(Cl)cc1)N2 (stereo not given) | 5.2
O=[N+]([O-])/C=C/c1cc2sccc2s1 | 0.59
C=CCSc1nnc2c(n1)OC(c1cccc(OC(C)=O)c1)N(C(C)=O)c1ccccc1-2 (stereo not given) | -0.2
O=C(O)CSc1nc2ccccc2o1 | -0.19
COc1ccc(C2CC(=O)C3=C(C2)Nc2ccccc2NC3c2ccc3c(c2)OCO3)cc1OC (stereo not given) | 2.1
Cc1nc(-c2cnccn2)sc1C(=O)Nc1cc(-c2ccc(Cl)cc2)[nH]n1 | -0.93
Cc1cc(C)nc(SCc2ccccc2)n1 | -0.98
O=C(Nc1ccc(Cl)cc1)N1CCC(C(c2ccccc2)c2ccccc2)CC1 | 0.75
CCOC(=O)c1nsc(/C(C)=N/Nc2ccccc2)c1N | 9.6
CCOC(=O)C1=C(C)Nc2nnnn2C1c1ccccc1 (stereo not given) | 3.1*
c1ccc(C2Oc3ccccc3C3CC(c4cccs4)=NN32)nc1 (stereo not given) | 1.5

# (continued)
Molecule | Dicer inh
Brc1ccccc1C1Nc2cccc3cccc(c23)N1 | 5.9*
COC(=O)c1c(C)nc(C)c(C(=O)OC)c1-c1csc(S(=O)(=O)Nc2ccc(F)c(Cl)c2)c1 | 1.2
O=C(Nc1ccc(Cl)cc1)OCc1cc(-c2ccc(Cl)cc2)oc1C(F)(F)F | -0.33
Cc1cc(NNC(=O)c2ccccc2Cl)nc2c1c(C)nn2C | -0.63
Cc1nc2ccccn2c1-c1ccnn1C(=O)c1ccc(C(F)(F)F)cc1 | 1
CC(C)c1ccc(OCc2nc(-c3ccncc3)no2)cc1 | -0.67
CSc1ccn(-c2nc(-c3ccccc3)sc2-c2ccccc2)c(=O)n1 | -1.1
COC(=O)c1c(C)oc(C)c1S(=O)(=O)NC1CCCCCCCCCCC1 | 2.2
COC(=O)C1C2C=CC3(CN(c4ccccc4Cl)C(=O)C13)O2 (stereo not given) | 0.74
Nc1ccc2nn(-c3cccc(Cl)c3)nc2c1 | -3.6
CC(=O)c1ccc(N2CCN(S(=O)(=O)c3ccc(S(=O)(=O)c4ccccc4)s3)CC2)cc1 | -0.13
CCCCc1c(COC)[nH]c(=S)[nH]c1=O | 0.89

# Molecules above containing a nitro group on carbon:
Molecule | Dicer inh
O=C(O)/C(Cc1ccccc1[N+](=O)[O-])=N\Nc1ccccc1 | 0.04
O=[N+]([O-])c1ccc(Nc2ccccc2)nc1Nc1ccccc1 | 3
COc1cccc2c1OC1(N3CCOCC3)CCCCC1C2C[N+](=O)[O-] (stereo not given) | 3.6*
Cc1ncc([N+](=O)[O-])n1CCO | 0.5
O=[N+]([O-])/C=C/c1cc2sccc2s1 | 0.59

# (further entries)
Molecule | Dicer inh
CCC1C(=NO)C(CC)C(c2ccccc2)NC1c1ccccc1 (stereo not given) | 4.8
N#Cc1nccnc1S(=O)(=O)CCO | -3.6
COc1ccc(C2C(C(=O)OC3CCCC3)=C(C)NC3=C2C(=O)CC(C)(C)C3)cc1O (stereo not given) | 0.71
O=S(=O)(c1ccc(NC(=S)N2CCCC2)cc1)N1CCCCC1 | 0.05
Cc1c(C)c(C)c(S(=O)(=O)NNc2c(Cl)cccc2Cl)c(C)c1C | -0.1
CC1CCc2c(sc3nc(-c4ccco4)oc(=O)c23)C1 (stereo not given) | 0.81
CCOC(=O)c1csc(N/N=C2\CCCc3ccccc32)n1 | -0.68
CCOC(=O)c1nc(-c2ccccc2)sc1C(=O)OCC | -0.84
CC(=O)Nc1sc2c(c(=O)c1O)CCCC2 | -0.41
Cc1ccsc1/C=C/c1cc(C(F)(F)F)[nH]c(=O)n1 | 1.1
c1ccc(-c2cnnc(SCc3cn4cccnc4n3)n2)cc1 | -0.95
COc1ccc(C2Oc3ccccc3C3CC(c4cccnc4)=NN32)cc1 (stereo not given) | 1.9
CC(C)(C)C1=CC(O)(c2ccccc2)C=C(C(C)(C)C)C1=O | -1.8
Cc1nc(N2C(=O)c3oc4ccccc4c(=O)c3C2c2cccc(O)c2)sc1C (stereo not given) | -0.07
c1coc(-c2cc(C3CCNCC3)[nH]n2)c1 | -4

# These rows are one share of the data; count on the stated rates, not on these rows.
